High-throughput results: PubChem, National Center for Advancing Translational Sciences (NCATS)
PLK1 PBD inh = PLK1 (human) polo-box domain binding inhibition | Plk1 PBD binding of FITC phosphopeptide, fluorescence polarization | AID 720504 | P53350 | Potency, µM, for inactives: max response, negative = inhibition, usual class: inhibitors | actives 2.8% (n = 360,000); further: potency means the concentration at half of the fitted maximal effect; series mostly up to about 57 µM; on the % scale 0 is the no-effect control and ±100 the full control effect; nearly all actives have a fitted effect of over 65% in size
GLP1R ag = agonists of human GLP-1 receptor | actives 0.007% (n = 380,000) | P43220 | HEK293 GLP-1R CRE-luciferase, luminescence, 4-6 h; cells express a hypersensitive GLP-1R form | Potency, µM (top dose mostly 45.6 µM), without a hit: at the top dose activation, usual class: activators | AID 624172; further: potency means the concentration at half of the fitted maximal effect; % of control where 0% means no effect
GLP1R inv ag = GLP-1 receptor (human) inverse agonism; HEK293 GLP-1R CRE-luciferase, luminescence, 24 h; GLP-1R form is constitutively active; P43220; actives 1.6% (n = 410,000); Potency, µM (highest dose often 38.3 µM), without a hit: at the highest dose activity change, negative = inhibition, hits mostly inhibitors; AID 624417; further: potency means the concentration at half of the fitted maximal effect; on the % scale 0 is the no-effect control and ±100 the full control effect; nearly all actives have a fitted effect of over 55% in size
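GLP-1R inverse agonism mode: basal reporter luminescence in engineered HEK293 cells measured after one day of compound exposure at 37 deg C, with a 12 min room-temperature detection step.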
GLP1R cytotox = cytotoxicity counter-screen for GLP-1 receptor inverse agonists; Potency, µM (doses to about 38.3 µM), inactives show at the top dose activity change, negative = inhibition, actives largely listed as inhibitors; HEK293 cAMP-luciferase reporter cells, luminescence, 24 h; actives 0.13% (n = 410,000);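 further: loss of luciferase light is scored as toxicity; potency means the concentration at half of the fitted maximal effect; on the % scale 0 is the no-effect control and ±100 the full control effect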
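A 23 nL compound transfer followed 12 hours of cell culture at 37 deg C; exposure then lasted 24 hr. Luciferase assay detection reagent was dispensed and plates read for luminescence after a 12 min room-temperature wait.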
PI5P4Ka inh = inhibitors of human PI5P4K alpha; PI5P4Kalpha enzyme, ADP-Glo luminescence, 60 min; active compounds read low; max response, %; actives 1.2% (n = 330,000); AID 652105; P48426; active means max response of -50% or lower; inconclusive means between -30% and -50%; inactive means -30% or higher; further: value at the top dose of about 77 µM; on the % scale 0 is the no-effect control and ±100 the full control effect
Target sequence (P48426 whole entry, looked up): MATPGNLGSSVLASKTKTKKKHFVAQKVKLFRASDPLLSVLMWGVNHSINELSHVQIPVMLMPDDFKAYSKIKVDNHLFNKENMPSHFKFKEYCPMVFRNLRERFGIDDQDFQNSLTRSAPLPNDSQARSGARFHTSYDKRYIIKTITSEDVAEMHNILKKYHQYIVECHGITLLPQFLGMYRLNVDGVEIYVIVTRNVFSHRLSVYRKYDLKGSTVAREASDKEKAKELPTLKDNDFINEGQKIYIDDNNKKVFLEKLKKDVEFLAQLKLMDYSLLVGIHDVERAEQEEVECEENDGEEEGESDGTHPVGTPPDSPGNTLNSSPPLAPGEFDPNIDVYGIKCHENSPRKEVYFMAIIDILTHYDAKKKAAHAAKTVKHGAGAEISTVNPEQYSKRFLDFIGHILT
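Human PI5P4Kalpha with substrate in 0.038 M HEPES pH 7.4, 0.28 mM EGTA, 0.1% CHAPS, 5% DMSO; reaction started with 5 microM ATP (final), 60 min at room temperature. ADP formed read by ADP-Glo luminescence.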
EPAC1 ag = activates human EPAC1 exchange factor | O95398 | EPAC1 agonist qHTS, biochemical assay; response scale: 100% = response to 6.5 mM cAMP | Potency, µM (series often up to 154 µM), for inactives: at the top dose activation, most hits filed as activators | actives 0.073% (n = 360,000); further: potency means the concentration at half of the fitted maximal effect; nearly all actives have a fitted effect of over 60% in size
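Normalized to 6.5 mM cAMP, activity reflects EPAC1-catalysed release of BODIPY-GDP from Rap1B, followed kinetically over 30 min at 480 nm excitation, 540 nm emission. Reaction contained 100 nM EPAC1, 250 nM Rap1B-BODIPY-GDP, 50 uM GDP.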
EPAC1 antagonist = EPAC1 (human) antagonism; Potency, µM (titrated, usually from 115 µM), for inactives: at the top dose activity change, negative = inhibition, most hits filed as inhibitors; EPAC1 GEF assay, Rap1b-BODIPY-GDP exchange fluorescence; AID 720709; actives 0.14% (n = 360,000);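 further: potency means the concentration at half of the fitted maximal effect; plate controls were vehicle for no effect and positive control for full effect; nearly all actives have a fitted effect of over 50% in size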
IL-2 act = activates IL-2 in a cell-based reporter assay; IL-2 activation reporter assay, cell-based qHTS; stimulated with anti-CD3/CD4/CD28 beads; in transgenic mouse T cells; activation, % (series mostly up to about 46 µM); actives 0.065% (n = 360,000); AID 652025; in the data active means activation above about 50%; inconclusive means mostly about 30% to 49%; further: 0% is about no effect
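Unstimulated transgenic mouse T cells, 750 per well, received compound and, after 60 minutes, anti-CD3/anti-CD4 bead plus anti-CD28 stimulation. EGFP and DsRed were quantified after 18 hours.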
PTHR1 agonist = activates the human parathyroid hormone receptor PTHR1; AID 743266; Q03431; Potency, µM (titrated, usually from 115 µM), inactives show top-dose activation, hits mostly activators; HEK293 GP2 PTHR1 cells, GloSensor cAMP luminescence, 1 h; actives 0.075% (n = 410,000); further: potency means the concentration at half of the fitted maximal effect; nearly all actives have a fitted effect of over 55% in size; some results filed as inactive show a strong effect at the top dose; inactives centre near -15; many of its hits are not listed in these tables
Target sequence (Q03431 whole entry, looked up): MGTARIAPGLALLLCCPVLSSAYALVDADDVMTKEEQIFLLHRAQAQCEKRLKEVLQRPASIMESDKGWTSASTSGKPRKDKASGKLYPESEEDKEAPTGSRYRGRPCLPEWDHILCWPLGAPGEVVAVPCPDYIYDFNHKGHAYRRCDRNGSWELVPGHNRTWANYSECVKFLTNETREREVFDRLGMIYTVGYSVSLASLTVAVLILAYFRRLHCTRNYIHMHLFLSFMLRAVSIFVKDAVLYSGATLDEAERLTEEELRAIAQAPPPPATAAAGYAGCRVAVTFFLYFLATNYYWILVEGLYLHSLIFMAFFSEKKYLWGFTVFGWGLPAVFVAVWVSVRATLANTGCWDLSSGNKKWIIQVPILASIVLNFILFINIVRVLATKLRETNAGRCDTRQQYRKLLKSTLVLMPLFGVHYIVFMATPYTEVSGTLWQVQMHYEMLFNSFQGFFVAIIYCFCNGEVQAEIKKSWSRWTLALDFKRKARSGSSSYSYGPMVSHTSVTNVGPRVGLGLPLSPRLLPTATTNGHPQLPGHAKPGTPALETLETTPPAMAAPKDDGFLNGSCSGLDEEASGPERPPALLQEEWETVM
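HEK-293-derived GP2 cells expressing PTHR1 and a GloSensor cAMP reporter, 3,000/well, plated overnight, given luciferin plus IBMX (each 0.5 mM as added) for 1 h at 37 °C, then compound for 1 h at 37 °C. Luminescence was read after 15 min at room temperature.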
* = called active by the depositor; i = inactive; ? = inconclusive; nt = no result given; & = joins results of further samples; [ ] = dose if it differs, or a comment. Unless noted, the call rests on the fitted dose curve; in most records, active means well fitted curve in the direction sought with a large enough effect; inconclusive means small, poorly fitted or top-dose-only effect, or another doubt; inactive means no such curve, though single readings can be large; an effect the other way counts as inactive or inconclusive. An excerpt; count on the stated rates, not on these rows.

SMILES	PLK1 PBD inh	GLP1R ag	GLP1R inv ag	GLP1R cytotox	PI5P4Ka inh	EPAC1 ag	EPAC1 antagonist	IL-2 act	PTHR1 agonist
CC(=O)N1CCc2cc(S(=O)(=O)CCC(=O)N(C)c3cc(C)ccc3C)ccc21	?	12%	10%	4%	-6	0%	25%	-3.9	-9%
CN(Cc1ccc(Cl)c(Cl)c1)C(=O)C1CC(=O)N(c2ccc3c(c2)OCCO3)C1 (stereo not drawn)	-6%	9%	8%	3%	4	13%	2%	0.5	i
c1ccc(C[C@H]2CNCCN2CCCCC2CCCCC2)cc1	1%	5%	-12%	0%	34	2%	2%	-0.7	21%
COC(=O)c1ccc(Cn2nc(-c3cc(C)ccc3C)ccc2=O)cc1	-9%	?	18%	-12%	5	2%	-12%	1.3	i
O=C(Nc1cccc(C(F)(F)F)c1)N1CCC(c2nc(-c3ccc(F)cc3)no2)CC1	-2%	-1%	?	-10%	nt	21%	-28%	-2.4	-31%[inhibitor]
O=C(OCC(=O)N1CCCCCC1)c1ccccc1Br	-8%	2%	?	3%	5	16%	-7%	0.5	-27%
COc1ccc(N2C(=O)c3ccccc3NC(=O)C2C(=O)NCC(C)C)cc1 (stereo not drawn)	-2%	nt	-8%	3%	-2	15%	0%	0.4	-13%
CCOc1ccc2nc(SCC(=O)NCc3ccc(OC)c(OC)c3)[nH]c2c1	27µM*	5%	16%	2%	-19	-4%	9%	-4.2	i
CN1CCN([C@@H]2CS(=O)(=O)N[C@H]2COCc2ccccc2)CC1	-4%	9%	34%[activator]	1%	1	12%	-23%	0.7	-25%
CCOCCCN(C(=O)c1snc(C(N)=O)c1N)C(C(=O)NC1CCCC1)c1ccc(F)cc1 (stereo not drawn)	-4%	3%	-13%	2%	6	-4%	14%	0.9	-6%
C=CCNC(=S)NNC(=O)CSc1nc2ccccc2s1	-18%	2%	7%	?	-4	0%	-7%	-5.6	i
CC(C)(C)c1cc2cccnc2n1Cc1cccc(F)c1	-5%	2%	?	-21%	-3	2%	1%	1.8	-5%
CC(=O)Nc1cc(-c2ccccc2N(C)C)cn2c(-c3ccc(F)c(Cl)c3)cnc12	-7%	12%	?	-3%	-2	-14%	-15%	-0.7	i
COc1cccc(/C=N/Nc2ccc(Cl)nn2)c1	-5%	23%	12%	-6%	4	6%	22%	-0.4	i
O=C(COc1ccc(S(=O)(=O)N2CCCC2)cc1Cl)NCc1ccc2c(c1)OCO2	-7%	3%	-9%	15%	0	-7%	-6%	-5.3	-4%
S=c1[nH]nc(-c2ccc(Cl)cc2)n1-c1cccnc1	-6%	0%	9%	2%	-9	-13%	-4%	0.4	i
COc1ccc2c(COC(=O)CCS(=O)(=O)c3ccc(C)cc3)cc(=O)oc2c1	-7%	0%	9%	-10%	-9	1%	-3%	-4.0	-15%
O=C(COC(=O)CCC(=O)c1ccc(F)cc1)Nc1cccc(S(=O)(=O)N2CCCC2)c1	-1%	9%	5%	0%	0	8%	2%	-0.1	i
CCCn1c(SCC(=O)Nc2ccc3c(c2)OCO3)nc2c1c(=O)n(C)c(=O)n2C	-5%	3%	62%[activator]	-23%	nt	10%	-16%	-1.0	-10%[57.5 µM]
Clc1ccc2nc(-c3ccccc3)c(Cc3ccccc3)n2c1	-6%	6%	?	9%	-6	6%	-1%	0.3	-65%[inhibitor]

An excerpt of these results, with bars between the fields:
structure | PLK1 PBD inh | GLP1R ag | GLP1R inv ag | GLP1R cytotox | PI5P4Ka inh | EPAC1 ag | EPAC1 antagonist | IL-2 act | PTHR1 agonist
CCOCCCN(C(=O)c1snc(C(N)=O)c1N)C(C(=O)NC1CCCC1)c1ccc(F)cc1 (stereo not drawn) | -4% | 3% | -13% | 2% | 6 | -4% | 14% | 0.9 | -6%
C=CCNC(=S)NNC(=O)CSc1nc2ccccc2s1 | -18% | 2% | 7% | ? | -4 | 0% | -7% | -5.6 | i
CC(C)(C)c1cc2cccnc2n1Cc1cccc(F)c1 | -5% | 2% | ? | -21% | -3 | 2% | 1% | 1.8 | -5%
CC(=O)Nc1cc(-c2ccccc2N(C)C)cn2c(-c3ccc(F)c(Cl)c3)cnc12 | -7% | 12% | ? | -3% | -2 | -14% | -15% | -0.7 | i
COc1cccc(/C=N/Nc2ccc(Cl)nn2)c1 | -5% | 23% | 12% | -6% | 4 | 6% | 22% | -0.4 | i
O=C(COc1ccc(S(=O)(=O)N2CCCC2)cc1Cl)NCc1ccc2c(c1)OCO2 | -7% | 3% | -9% | 15% | 0 | -7% | -6% | -5.3 | -4%
S=c1[nH]nc(-c2ccc(Cl)cc2)n1-c1cccnc1 | -6% | 0% | 9% | 2% | -9 | -13% | -4% | 0.4 | i
COc1ccc2c(COC(=O)CCS(=O)(=O)c3ccc(C)cc3)cc(=O)oc2c1 | -7% | 0% | 9% | -10% | -9 | 1% | -3% | -4.0 | -15%

(list continues)
SMILES	PLK1 PBD inh	GLP1R ag	GLP1R inv ag	GLP1R cytotox	PI5P4Ka inh	EPAC1 ag	EPAC1 antagonist	IL-2 act	PTHR1 agonist
O=C(Nc1ccccc1)N(O)c1ccc(Cl)cc1	-7%	-16%	2%	-16%	-3	1%	-3%	-0.3	-8%[57.5 µM]
CS(=O)(=O)Nc1ccc(C(=O)Nc2ccccc2C(=O)N2CCCC2)cc1	-1%	4%	8%	0%	1	1%	-3%	-1.5	i
COc1ccccc1N(CC(=O)NCCN1CCOCC1)S(=O)(=O)c1ccc(C)cc1	-9%	11%	2%	13%	1	-23%	3%	0.5	i
Cn1c(/C=N/n2cnnc2)nc2ccccc21	-5%	-2%	-14%	-12%	nt	1%	-1%	-0.3	i
CC(C)(C)c1cc(-c2ccco2)c(C#N)c(SCC#N)n1	?	4%	?	1%	17	-18%	-5%	-2.9	-6%
CCOc1ccc(C(=O)c2cn(CC(=O)Nc3ccc(OC)cc3)c3cc4c(cc3c2=O)OCO4)cc1	nt	0%	-12%	-11%	nt	nt	nt	nt	i
C/C=C\C=C\C(=O)N1CC2(CC(c3cccc(NC(=O)CC)c3)=NO2)C[C@H]1C(N)=O (stereo partly drawn)	-21%	6%	1%	3%	-4	8%	-10%	-1.9	i
Cc1cccc(NS(=O)(=O)c2ccc3c(c2)CCC(=O)N3)c1	-9%	-5%&10%	12%	4%	-7	-12%&0%	-6%&-2%	-0.1&-1.0	-45%&6%[inhibitor]
Cc1ccc(C(=O)NCCCNC(=O)c2ccco2)cc1C	2%	6%	6%	11%	-4	2%	-12%	1.6	0%
Cc1c(C(=O)NCc2ccc(F)cc2)oc2ccc(S(=O)(=O)N3CCOCC3)cc12	-2%	14%	?	-15%	-9	-5%	-28%	-0.7	-19%
CC1(C)CC(=O)C=C(NNC(=O)c2ccccc2O)C1	-3%	-4%	7%	188%[activator]	nt	24%	9%	-0.5	-19%
COc1ccc(CNC(=S)Nc2ccc(F)c(Cl)c2)cc1	-12%	5%	?	5%	3	2%	-14%	3.0	-31%[inhibitor]
COc1ccc(S(=O)(=O)NCCOc2ccccc2)cc1OC	-7%	1%	3%	-14%	nt	5%	4%	-3.4	-22%
CCCc1cc(=O)oc2cc(OCC(=O)Nc3cc(C)on3)ccc12	2%	-6%	2%	-3%	2	0%	?	-0.3	i
N#Cc1ccc(C(=O)Nc2cccc(NC(=O)c3ccco3)c2)c(F)c1	3%	0%	0%[7.66 µM]	-1%[7.66 µM]	-8	2%	-23%	2.5	-9%
Cc1ccc2c(c1)c1c(c(=O)n(-c3ccccc3C)c(=O)n1CC(=O)N1CCCC1)n2C	nt	1%	3%	-7%	nt	nt	nt	nt	-51%[inhibitor]
Cc1cccc(C(=O)NCCc2sc(-c3ccccc3)nc2C)c1	nt	10%	?	-9%	nt	nt	nt	nt	-1%
Cc1ccc(/C=C/C(=O)N2CCN(S(=O)(=O)/C=C/c3ccccc3)CC2)o1	-4%	5%	-9%	-29%	0	9%	8%	-0.8	i
CC(Oc1ccccc1)C(=O)N=C1SC2CS(=O)(=O)CC2N1Cc1ccccc1 (stereo not drawn)	-2%	-2%	-17%	-13%	-2	-1%	8%	-1.0	-3%
O=c1c(-c2cccnc2)nc2ccccc2n1C(CCc1ccccc1)c1nc2ccccc2[nH]1 (stereo not drawn)	-4%	nt	?	-1%	-2	7%	-3%	1.0	-12%
CCN(c1ccccc1)S(=O)(=O)c1ccc(Cl)c(NC(=O)COC(=O)c2ccc[nH]c2=O)c1	2%	0%	2%	-1%	-4	-1%	-2%	2.9	-19%
CCCCn1c(=S)[nH]c2ccccc2c1=O	-4%	-1%	?	-24%	-3	-2%	0%	-0.5	-63%[inhibitor]
CCCCCC(=O)Nc1cccc(C2=NOC3(C2)C[C@@H](C(N)=O)N(C(=O)c2cc([N+](=O)[O-])cc([N+](=O)[O-])c2)C3)c1 (stereo partly drawn)	-5%	0%	10%	-14%	5	6%	-3%	0.0	i
C=CCN1[C@@H](Cc2ccccc2)COc2cc(N3CCSCC3)ccc2S1(=O)=O	-1%	-4%	?	3%	3	3%	2%	1.4	-14%
Cc1cccc(NC(=O)CCCNC(=O)c2ccc(Cl)cc2)n1	-4%	0%	16%	6%	-6	10%	-9%	2.2	-14%
Cc1cc(Br)ccc1NC(=O)CN(C)C(=O)Cn1c(=O)cnc2ccccc21	-15%	6%	20%	2%	-27	-5%	-18%	-0.9	-25%
CCCNc1cc(C)c(C#N)c2nc3ccccc3n12	-1%	6%	5%	1%	3	0%	-5%	0.7	i
Cc1ccc(C)c2[nH]c(=O)c(CN(Cc3cccs3)C(=S)NCc3ccco3)cc12	-5%	-8%	5%	-20%	-4	1%	6%	0.3	-21%
COc1ccccc1/C=C/CN1CCC(CO)(Cc2ccccc2)CC1	-13%	6%	-12%[7.66 µM]	13%[7.66 µM]	1	2%	-18%	3.8	2%
CCOc1ccc(CNCc2ccccc2Cl)cc1	4%	5%	-4%	-1%	0	-6%	-1%	-0.4	-55%[inhibitor]
